Screens from PubChem BioAssay.
H9c2 TAG inh: reduces triacylglycerol accumulation in H9c2 cells; 0.66% of 230,000 active; Nile Red lipid (TAG) fluorescence; cells loaded with 200 µM oleic acid; inhibition, % at 12.5 µM;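 active = pattern-corrected inhibition of lipid staining of at least 50% with the nuclear-stain viability signal not falling by more than 50%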;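 note: 0% = DMSO wells and 100% = triacsin C control wells; some results filed as inactive read as strong as hits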
H9c2 TAG inh DAPI viability: also measured in H9c2 TAG inh; calls as there; DAPI nuclei signal change (viability), lower = more cytotoxic, %;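 whole-well DAPI fluorescence read on a plate reader as a viability signal; minus 50 percent equals half of cells still viable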
* marks the source's active call; other numbers are inactive results. Some of the compounds tested; count on the stated rates, not on these rows.

entry	molecule	H9c2 TAG inh DAPI viability	H9c2 TAG inh
1	Cc1nc(SCC(=O)c2ccccc2)c(C#N)c(-c2ccco2)c1C(=O)NCc1ccco1	-3	-1
2	Cc1cc2cc(CCNS(C)(=O)=O)c(=O)[nH]c2cc1C	-2	1
3	CCOc1ccc(NC(=O)c2c3c(nc4ccccc24)CCC3)cc1	-3	-23
4	O=C(O)C1CC2C3CC(C(=O)O)C(C3)C2C1 (stereo not given)	-2	10
5	CC(=O)C1C(c2ccc(Cl)cc2)NC(=O)NC1(O)C(F)(F)F (stereo not given)	-8	-8
6	Cc1cc(C)cc(N(CC(=O)N2CCc3ccccc32)S(=O)(=O)c2c(C)noc2C)c1	1	4
7	CCOC(=O)N1CCN(C(=O)c2ccccc2NC(=O)COc2ccccc2C)CC1	5	-15
8	O=C(Nc1ccc(F)cc1F)N1CCCN(c2ccc([N+](=O)[O-])cn2)CC1	6	-21
9	CCc1cc2c(NCC(=O)O)ncnc2s1	1	5
10	COc1ccc(Cc2nnc(NC(=O)c3ccc(Cl)c([N+](=O)[O-])c3)s2)cc1	2	-10
11	c1ccc2nc(-c3nccs3)ccc2c1	-3	-6
12	COc1ccc(C)cc1N(CC(=O)O)S(=O)(=O)c1ccc(C)cc1	9	-10
13	CCSc1nc2c(c(=O)[nH]c(=O)n2C)n1C	6	-17
14	Cc1ccccc1CSc1nnc(C)c(=O)n1N	4	12
15	O=C(Nc1ccccc1Cl)C(Cl)C(=O)c1ccccc1 (stereo not given)	7	-7
16	COc1ccc(-c2cc(C(F)(F)F)nc(S(C)(=O)=O)n2)cc1OC	-23*	53*

Entries of single compounds, looked up by structure. Order of values: H9c2 TAG inh DAPI viability | H9c2 TAG inh
COc1ccc(-c2cc(C(F)(F)F)nc(S(C)(=O)=O)n2)cc1OC as listed: -23* | 53*
c1ccc2nc(-c3nccs3)ccc2c1 as listed: -3 | -6
COc1ccc(Cc2nnc(NC(=O)c3ccc(Cl)c([N+](=O)[O-])c3)s2)cc1 as listed: 2 | -10

The results go on:
entry	molecule	H9c2 TAG inh DAPI viability	H9c2 TAG inh
17	COc1ccc(/C=C/C(=O)NCc2ccc(F)cc2)cc1S(=O)(=O)N1CCOCC1	3	-17
18	CC(C)n1c(/C=C/[C@H](O)C[C@H](O)CC(=O)O)c(-c2ccc(F)cc2)c2ccccc21	-12	5
19	CCC(CO)Oc1cc(NCc2cccc(F)c2)c2ncn(C(C)C)c2c1 (stereo not given)	-3	-12
20	CNC(C)C#Cc1c(-c2cc(OC)c(OC)c(OC)c2)noc1C (stereo not given)	-6	12
21	COc1ccc2oc(=O)c(-c3nnc(NCc4ccco4)s3)cc2c1	2	20
22	O=C(CSc1nc(-c2ccco2)cc(C(F)(F)F)n1)N1CCSCC1	-5	10
23	COc1ccc(-c2cn(Cc3ccc4ccccc4c3)nn2)cc1	1	-6
24	COc1ccc(Cn2c(C)c(C)c(C#N)c2NC(=O)Nc2ccc(Cl)cc2)cc1	7	-7
25	O=C(Nc1cc(S(=O)(=O)N2CCOCC2)ccc1Cl)c1cc([N+](=O)[O-])ccc1Cl	-6	10
26	C[C@H](NS(=O)(=O)c1ccc(F)cc1)C(=O)OCC(=O)c1c(N)n(C)c(=O)n(C)c1=O	4	-13
27	Cc1cccc2cc(CNCC3CCCO3)c(Cl)nc12 (stereo not given)	-8	-1
28	COc1cc(C(O)c2nc(-c3csc4ccccc34)cs2)ccc1F (stereo not given)	-10	-7
29	COc1cc([N+](=O)[O-])ccc1-c1ccc(/C=N/NC(=O)OC(C)(C)C)o1	10	0
30	Cc1c(C(=O)NCc2cccc(C(F)(F)F)c2)sc(=O)n1Cc1ccc(S(=O)(=O)N(C)C)cc1	-10	-36
31	O=C(NCCc1ccccc1F)C1CC(=O)N(c2ccc3c(c2)OCCO3)C1 (stereo not given)	-5	-5
32	CCN1CCN(c2ccc(NC(=O)COc3ccccc3Cl)cc2)CC1	-10	21

A draw from above in order of molecular weight, low to high:
entry	molecule	H9c2 TAG inh DAPI viability	H9c2 TAG inh
27	Cc1cccc2cc(CNCC3CCCO3)c(Cl)nc12 (stereo not given)	-8	-1
26	C[C@H](NS(=O)(=O)c1ccc(F)cc1)C(=O)OCC(=O)c1c(N)n(C)c(=O)n(C)c1=O	4	-13
25	O=C(Nc1cc(S(=O)(=O)N2CCOCC2)ccc1Cl)c1cc([N+](=O)[O-])ccc1Cl	-6	10
30	Cc1c(C(=O)NCc2cccc(C(F)(F)F)c2)sc(=O)n1Cc1ccc(S(=O)(=O)N(C)C)cc1	-10	-36

Next part.
entry	molecule	H9c2 TAG inh DAPI viability	H9c2 TAG inh
33	O=C(Nc1nonc1NC(=O)C1CCCCC1)C1CCCCC1	20	-12
34	COc1ccccc1/C=C1\SC(=S)N(C(C(=O)O)c2ccccc2)C1=O (stereo not given)	-6	-1
35	CN(C)c1ccc(/C=N/Nc2ccc(-n3ccnc3)nn2)cc1	-7	6
36	CC/C(C)=N/Nc1nc2c(c(=O)[nH]c(=O)n2C)n1CCc1ccccc1	-6	11
37	CCOC(=O)N1CCN(Cc2cc(=O)oc3ccc4ccccc4c23)CC1	-1	-1
38	COc1cc(/C=N/NC(=O)CNC(=O)c2ccncc2)ccc1O	0	10
39	Cc1nnc(NC(=O)CSc2nnc(-c3ccco3)o2)s1	0	1
40	COc1ccc(OC)c(NC(=O)Cn2c(CCC(=O)O)ccc2-c2ccc(C)cc2)c1	-6	-4
41	CCCCN(C(=O)C1CC(=O)N(c2ccc3c(c2)OCCO3)C1)c1c(N)n(CCC)c(=O)[nH]c1=O (stereo not given)	3	-4
42	O=C(OCn1nnc2ccccc2c1=O)c1cccc(S(=O)(=O)N2CCOCC2)c1	-7	-27
43	O=C1C=C(NC2CC2)C2(CCCCC2)O1	-2	-13
44	CCN(CC)C(=O)CCCSc1nnc(Nc2ccccc2F)s1	-15	-4
45	CC(C)NC(=O)C1(O)c2ccccc2NC(=O)N1c1ccc(Cl)c(Cl)c1 (stereo not given)	-2	4
46	CN(C)S(=O)(=O)c1cccc(NC(=S)NNC(=O)c2cc3ccccc3cc2O)c1	1	-8
47	O=C1CS/C(=N/N=C/c2cccs2)N1	-11	8
48	O=C(Cn1nc(-c2ccccc2)ccc1=O)Nc1ccc(-n2cnnn2)cc1	11	-2
49	COC(=O)c1ccc(COc2ccc3c(c2)CCC3)o1	7	-15
50	Cn1nc(/C=C/c2ccccc2)ccc1=O	6	0
51	CC1CC(=O)Nc2ccccc2N1C(=O)COc1cc(Cl)ccc1Cl (stereo not given)	5	23
52	COc1ccc(C(=O)NCC(=O)OCC(=O)N2CC(C)OC(C)C2)cc1OC (stereo not given)	-4	5
53	Cc1cc(Nc2ccc(Cl)cc2)n2ncnc2n1	-3	14
54	CC(=O)Nc1cccc(NC(=O)c2cc(-c3ccccn3)nc3ccc(Cl)cc23)c1	5	20
55	CC(=O)NCCNc1nc(NCc2cccs2)nc2ccsc12	-16	22
56	CSc1ccccc1CNc1nc(NCC2CC2)nc2ccsc12	19	-17
57	Cc1nc(N)sc1C(=O)OCC(C)C	5	-12
58	CC(=O)Nc1sc(C)c(C)c1C(=O)OCC(=O)N(CCC#N)c1cc(C)cc(C)c1	-2	1
59	COC(=O)c1c(-c2ccc3ccccc3c2)csc1NC(=O)Cc1ccc(OC)c(OC)c1	-3	-59
60	O=C(Cc1c(F)cccc1Cl)N/N=C/c1cccs1	-5	14
61	Cc1nn(Cc2ccc(Cl)cc2)c(C)c1NC(=O)Cn1nc([N+](=O)[O-])c(Cl)c1C	12	-8
62	CCn1c(SCC(=O)Nc2cccc(F)c2)nnc1-c1cc2cc(Br)ccc2o1	-8	28
63	Cn1nccc1C(=O)N1CCc2ccccc21	-5	5
64	O=C(CCNC(=O)c1ccco1)NCCc1c[nH]c2ccccc12	7	-16
65	COc1ccc(-n2c(=O)c3ccccc3c3ccccc3c2=O)c(OC)c1	-8	3
66	O=C(Cn1nc(-c2ccccc2)ccc1=O)Nc1ccc(N2CCN(C(=O)c3cccs3)CC2)cc1	12	-3
67	N#Cc1nc(COc2ccccc2Cl)oc1NCc1ccco1	-9	30
68	NC(=O)c1ccsc1NC(=O)COC(=O)c1ccccc1NCc1ccco1	6	-25
69	CCN(CCS(=O)(=O)c1ccc(Cl)cc1)C(=O)Nc1ccccc1	4	-2
70	CCc1ccc(NC(=O)C(C)OC(=O)C2CCC(=O)N2)cc1 (stereo not given)	-14	3
71	COc1ccc(NC(=O)CN(C)C(=O)c2cccnc2Sc2ccc(C)c(C)c2)cc1	3	2
72	CC(Sc1ccc(Cl)cc1)C(=O)NNC(=O)c1ccncc1 (stereo not given)	-11	7
73	CCO/C([O-])=N/c1sn[n+](C)c1C	-4	4
74	O=C(Nc1ccc(S(=O)(=O)N2CCCC2)cc1)C1COc2ccccc2O1 (stereo not given)	-2	-19
75	O=C(O)CN1C(=O)c2ccc(Oc3ccc([N+](=O)[O-])cc3)cc2C1=O	-8	-3
76	CC1CCCN(C(=O)c2cccc(S(=O)(=O)N3CCCC3)c2)C1 (stereo not given)	6	-9
77	CC1CN(S(=O)(=O)c2cccc(C(=O)NCCCn3ccnc3)c2)CC(C)O1 (stereo not given)	0	-7
78	COc1cccc(-c2nn(-c3ccccc3)cc2C(=O)Nc2nccs2)c1	5	44
79	Cc1ccc(-c2cccc(CN3CCN(C(C)C)C(CCO)C3)c2)o1 (stereo not given)	26	-22
80	CCC(=O)N1CCN(c2ccccc2NC(=O)COc2cccc(C)c2C)CC1	0	-25
81	Cc1ccc(CNC(=O)COC(=O)c2ccc(S(=O)(=O)N(C)C)cc2)cc1	-4	-11
82	CCOc1ccc(NS(=O)(=O)c2coc(C(N)=O)c2)cc1	0	-1
83	Cc1ccc(OCC(=O)Nc2ccc(S(=O)(=O)N3CCN(C)CC3)cc2)cc1	2	-27
84	COc1ccc(NC(=O)NCCCN2CCN(c3cc(C)ccc3C)CC2)cc1	8	15
85	O=C(COc1ccccc1)NC(=S)Nc1cccc2cc(O)ccc12	11	-18
86	Cc1ccc(C(=O)N2[C@@H]3CN(C)C(=O)[C@@]2(C)[C@H]2C(=O)N(Cc4ccccc4)C(=O)[C@@H]32)cc1	3	4
87	C[C@H](NC(=O)c1nc[nH]c1C(=O)N[C@@H](Cc1ccccc1)C(=O)OC(C)(C)C)C(=O)OC(C)(C)C	-3	-13
88	CCN(CC)S(=O)(=O)c1ccc(NC(=O)CSc2ncnc3ccccc23)cc1	0	-4

Next part:
entry	molecule	H9c2 TAG inh DAPI viability	H9c2 TAG inh
89	O=[N+]([O-])c1cc(/C=N\Nc2nc(-c3ccccc3)cs2)ccc1O	-4	23
90	CC#CC(=O)N1CCC(Oc2cccc(C(=O)NCc3ccccn3)c2)CC1	-13	33
91	Cc1ccccc1-c1cnc(C(O)c2ccc(F)cc2C)[nH]1 (stereo not given)	-1	-7
92	COc1ccccc1CCNC(=O)CSc1ccc(-c2cccs2)nn1	-3	-11
93	CCOC(=O)Nc1ccc2c(c1)N(C(=O)CCN(C)C)c1ccccc1S2	10	1
94	O=C(Cc1ccccc1)NCC(=O)N1CCN(c2ccc(F)cc2)CC1	4	-18
95	CCOC(=O)Cn1cnc2scc(-c3ccc(C)c(C)c3)c2c1=O	-2	4
96	CCOc1cccc2cc(-c3csc(NC(=O)CCC(=O)NCCN4CCCCC4C)n3)c(=O)oc12 (stereo not given)	25	-7
97	C=CCN1C(=O)C2(C(C#N)=C(N)Oc3n[nH]c(CCC)c32)c2ccccc21 (stereo not given)	-8	4
98	C=CC[C@@H](CC(=O)N[C@@H](CO)Cc1ccccc1)C(=O)N[C@H](COC(=O)[C@H](CC=C)CC(=O)OC(C)(C)C)Cc1ccccc1	-12	19
99	O=S(=O)(Nc1cccc(-c2nc3cccnc3s2)c1)c1ccc2c(c1)OCCO2	2	-10
100	CC(C)(C)c1ccc(C(=O)N2CCN(C(=O)c3ccco3)CC2)cc1	-1	7
101	CCNC(=O)c1ccc2c(c1)S(=O)(=O)c1ccccc1C2=O	4	1
102	Cc1cc(C)c(C#N)c(Oc2ccccc2Br)n1	-3	2
103	CCN(CC)c1ccc(CNc2nnnn2C)cc1	-7	8
104	COc1ccc(N2CCN(C(=O)c3ccc(CS(=O)c4cccc(Cl)c4)o3)CC2)cc1 (stereo not given)	-12	3
105	CCC(=O)N1N=C(c2cccs2)CC1c1ccco1 (stereo not given)	-12	9
106	N#Cc1nc(Cc2ccccc2)oc1NCc1ccccc1Cl	-1	-8
107	CCn1c(SCC(=O)NC)nnc1C(C)C	-5	-7
108	O=C(NNC(=S)NCc1ccco1)c1ccc(S(=O)(=O)N2CCOCC2)cc1	-6	6
109	CCOC(=O)c1c(C)[nH]c(C(=O)COC(=O)[C@H](C)NC(=O)c2ccccc2Cl)c1C	1	-5
110	NC(=O)C(=O)NCCCN1CCOCC1	6	-9
111	COc1ccc2c(C(=O)c3ccc(C)cc3)n(Cc3ccc(C(N)=O)cc3)[n+]([O-])c2c1	-4	3
112	CN1CCc2c(C#N)c(N3CCOCC3)nc(NCC3CCCO3)c2C1 (stereo not given)	3	0
113	O=C1c2ccccc2C(=O)N1CCCCNc1ccccc1	-14	24
114	O=C1N(Cc2cccnc2)C[C@@H]2C[C@@H](c3ccccc3C(F)(F)F)N3CCC[C@@]123	-8	6
115	O=[N+]([O-])c1cc(-c2csc(NCCc3nc4cc(C(F)(F)F)ccc4n3CCCO)n2)ccc1Cl	-3	12
116	N#Cc1cc(N2CCOCC2)nc2ccccc12	8	8
